GLP1R cytotox = cytotoxic in the GLP-1 receptor inverse agonist counter-screen; Potency, µM (titrated, usually from 38.3 µM), without a hit: at the top dose activity change, negative = inhibition, actives largely listed as inhibitors; HEK293 cAMP-luciferase reporter cells, luminescence, 24 h; 0.13% of 410,000 active;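 also: loss of luciferase light is scored as toxicity; potency is read from the fitted curve at half-maximal effect; % is scaled to controls: 0 for no effect and ±100 for the full control effect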
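Compound-treated cells are incubated 24 hr at 37 deg C under 5% CO2 after a 12 hour attachment period, then luciferase detection reagent is added and luminescence is measured following 12 min at room temperature; lowered signal indicates toxicity.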
EPAC1 ag = activates human EPAC1 exchange factor; 0.073% of 360,000 active; Potency, µM (highest dose often 154 µM), for the others: at the highest dose activation, usual class: activators; O95398; EPAC1 agonist qHTS, biochemical assay; response scale: 100% = response to 6.5 mM cAMP; AID 720707; also: potency is read from the fitted curve at half-maximal effect; nearly all actives have a fitted effect of over 60% in size
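Compounds were pinned as a concentration titration into mixtures of EPAC1 (100 nM), BODIPY-GDP-loaded Rap1B (250 nM) and GDP (50 uM). After 5 min at room temperature, fluorescence was followed for 30 min; activity was scaled to 6.5 mM cAMP.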
GLP-1R agonist = agonists of human GLP-1 receptor | P43220 | HEK293 GLP-1R CRE-luciferase, luminescence, 4-6 h; cells express a hypersensitive GLP-1R form | Potency, µM (titrated, usually from 45.6 µM), inactives show at the top dose activation, hits mostly activators | 0.007% of 380,000 active | AID 624172; also: potency is read from the fitted curve at half-maximal effect; % of control where 0% means no effect
Target sequence (P43220 whole entry, looked up): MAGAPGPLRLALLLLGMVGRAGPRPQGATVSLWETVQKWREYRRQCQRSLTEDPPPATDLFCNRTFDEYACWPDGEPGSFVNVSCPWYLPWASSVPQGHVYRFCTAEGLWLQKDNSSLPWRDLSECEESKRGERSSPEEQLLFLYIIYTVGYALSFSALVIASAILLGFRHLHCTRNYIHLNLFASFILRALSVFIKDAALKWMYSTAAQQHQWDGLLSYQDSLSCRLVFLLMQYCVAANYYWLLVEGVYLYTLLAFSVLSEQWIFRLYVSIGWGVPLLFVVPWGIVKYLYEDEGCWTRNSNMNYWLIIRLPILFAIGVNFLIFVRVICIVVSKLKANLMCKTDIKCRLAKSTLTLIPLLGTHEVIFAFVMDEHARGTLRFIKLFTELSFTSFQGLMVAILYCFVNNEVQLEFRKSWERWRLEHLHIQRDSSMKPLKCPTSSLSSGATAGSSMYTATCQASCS
PLK1 PBD inh = blocks phosphopeptide binding to human PLK1 polo-box domain; Plk1 PBD binding of FITC phosphopeptide, fluorescence polarization; Potency, µM, for inactives: max response, negative = inhibition, hits mostly inhibitors; 2.8% of 360,000 active; P53350; also: potency is read from the fitted curve at half-maximal effect; series mostly up to about 57 µM; % is scaled to controls: 0 for no effect and ±100 for the full control effect; nearly all actives have a fitted effect of over 65% in size
EPAC1 antagonist = EPAC1 (human) antagonism; O95398; EPAC1 GEF assay, Rap1b-BODIPY-GDP exchange fluorescence; Potency, µM (top dose mostly 115 µM), without a hit: at the top dose activity change, negative = inhibition, usual class: inhibitors; 0.14% of 360,000 active;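 also: potency is read from the fitted curve at half-maximal effect; plate controls were vehicle for no effect and positive control for full effect; nearly all actives have a fitted effect of over 50% in size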
IL2 activator = activators of IL-2; IL-2 activation reporter assay, cell-based qHTS; stimulated with anti-CD3/CD4/CD28 beads; in transgenic mouse T cells; activation, % (series mostly up to about 46 µM); 0.065% of 360,000 active; AID 652025; in the data active = activation above about 50%; inconclusive = mostly about 30% to 49%; also: 0% is about no effect
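Unstimulated transgenic mouse T cells preincubated 60 min with compound, then stimulated with anti-CD3/anti-CD4-coated beads plus anti-CD28 for 18 h at 37 degrees C. IL-2 response read as EGFP and DsRed fluorescence by plate cytometry.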
PTHR1 agonist = agonists of human PTHR1 parathyroid hormone receptor; Q03431; 0.075% of 410,000 active; AID 743266; Potency, µM (top dose mostly 115 µM), without a hit: top-dose activation, actives largely listed as activators; HEK293 GP2 PTHR1 cells, GloSensor cAMP luminescence, 1 h; also: potency is read from the fitted curve at half-maximal effect; nearly all actives have a fitted effect of over 55% in size; some results filed as inactive show a strong effect at the top dose; inactives centre near -15; many of its hits are not listed in these tables
Target sequence (Q03431 whole entry, looked up): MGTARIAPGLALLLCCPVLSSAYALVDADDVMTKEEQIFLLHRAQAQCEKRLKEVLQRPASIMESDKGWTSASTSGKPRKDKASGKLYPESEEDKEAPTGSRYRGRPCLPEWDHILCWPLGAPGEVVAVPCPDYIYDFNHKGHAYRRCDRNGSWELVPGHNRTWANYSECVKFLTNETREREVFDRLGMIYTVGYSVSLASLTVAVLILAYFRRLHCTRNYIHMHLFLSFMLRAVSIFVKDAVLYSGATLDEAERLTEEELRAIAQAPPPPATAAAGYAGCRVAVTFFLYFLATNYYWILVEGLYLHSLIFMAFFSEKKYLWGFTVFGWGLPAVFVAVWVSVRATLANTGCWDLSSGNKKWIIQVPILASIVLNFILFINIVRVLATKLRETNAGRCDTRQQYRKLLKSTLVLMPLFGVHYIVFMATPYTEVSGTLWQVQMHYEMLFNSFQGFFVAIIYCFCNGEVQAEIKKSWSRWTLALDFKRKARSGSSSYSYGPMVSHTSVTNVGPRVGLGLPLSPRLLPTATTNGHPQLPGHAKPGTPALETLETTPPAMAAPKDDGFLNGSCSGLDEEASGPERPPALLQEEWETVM
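HEK-293-derived GP2 cells expressing PTHR1 and a GloSensor cAMP reporter, 3,000/well, plated overnight, given luciferin plus IBMX (each 0.5 mM as added) for 1 h at 37 °C, then compound for 1 h at 37 °C. Luminescence was read after 15 min at room temperature.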
PI5P4K alpha inh = inhibitors of human PI5P4K alpha | P48426 | PI5P4Kalpha enzyme, ADP-Glo luminescence, 60 min; stronger effect = lower value | max response, % | 1.2% of 330,000 active; active = max response of -50% or lower; inconclusive = between -30% and -50%; inactive = -30% or higher; also: value at the top dose of about 77 µM; % is scaled to controls: 0 for no effect and ±100 for the full control effect
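Controls without substrate or without enzyme flank wells where PI5P4Kalpha converts substrate using 5 microM ATP (final). Incubation lasts 60 minutes at room temperature; ADP formed is read by ADP-Glo luminescence.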
GLP1R inv ag = inverse agonists of human GLP-1 receptor; 1.6% of 410,000 active; HEK293 GLP-1R CRE-luciferase, luminescence, 24 h; GLP-1R form is constitutively active; Potency, µM (series often up to 38.3 µM), without a hit: top-dose activity change, negative = inhibition, hits mostly inhibitors; P43220; also: potency is read from the fitted curve at half-maximal effect; % is scaled to controls: 0 for no effect and ±100 for the full control effect; nearly all actives have a fitted effect of over 55% in size
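Cells are plated, allowed 12 hours at 37 deg C, then treated with compounds for 24 hr before luciferase detection reagent is added and luminescence is read after 12 min at room temperature. The HEK293 line carries constitutively active GLP-1R with a cAMP-responsive reporter.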
An asterisk follows results filed as active; i = inactive; ? = inconclusive; . = not tested or not shown; [ ] = dose if it differs, or a comment. Unless noted, calls follow the shape of the dose curve; as a rule, active = well fitted curve in the direction sought with a large enough effect; inconclusive = small, poorly fitted or top-dose-only effect, or another doubt; inactive = no such curve, though single readings can be large; an effect the other way counts as inactive or inconclusive. An excerpt; rates above refer to the full screens.

SMILES	GLP1R cytotox	EPAC1 ag	GLP-1R agonist	PLK1 PBD inh	EPAC1 antagonist	IL2 activator	PTHR1 agonist	PI5P4K alpha inh	GLP1R inv ag
O=C(Nc1ccc(Cl)c(S(=O)(=O)N2CCCC2)c1)c1nn(CCO)c(=O)c2ccccc12	3%	9%	10%	-10%	-14%	-4.0	-35%[inhibitor]	7	-6%
COc1ccc(-n2c(C)nc3cc(C(=O)N4CCOCC4)ccc32)cc1	-2%	-3%	4%	?	6%	0.1	i	-2	10%
CCOc1cc(/C=N\NC(=O)c2ccc(NC(=O)CC)cc2)ccc1OC(=O)c1ccccc1	0%	0%	-4%	-5%	-1%	1.1	-6%	.	0%
COc1nc(C)nc2c1sc(=S)n2C	65%[activator]	-3%	3%	-17%	-2%	-2.5	-43%[inhibitor]	-1	11%
O=c1c2c(-c3ccc(Cl)cc3)csc2nc2n1CCC2	7%	6%	5%	-2%	-28%	0.1	i	0	1%
CCc1nc2cc(C)nn2c2nc3ccccc3n12	-1%	2%	0%	-5%	-11%	-0.5	i	1	88%[activator]
O=C(NCc1ccc(Cl)cc1)C1CCCN1C(=O)Nc1ccccc1 (stereo not given)	13%	7%	-1%	-3%	-13%	0.7	i	2	-10%
CC/S(CC1CC1(Cl)Cl)=N\S(=O)(=O)c1ccc(C)cc1 (stereo not given)	4%	2%	4%	0%	6%	-0.3	-15%[57.5 µM]	.	5%
CS(=O)(=O)c1ccc2nc(NC(=O)CS(=O)(=O)Cc3ccccc3)sc2c1	4%	7%	-1%	-9%	-15%	-3.1	-2%	-17	-15%
CCOc1cc(C(C(=O)NCC2CCCO2)N(C(=O)Cn2nnc3ccccc32)c2ccccc2C)ccc1O (stereo not given)	-2%	6%	15%	-5%	-11%	-4.6	?	5	0%
CCCN1CCN(CC(=O)Nc2cc(OCC)ccc2OCC)CC1	-13%	-5%	0%	-8%	3%	-0.5	i	-4	-3%
Cc1cccc(CSCc2ccc(C(=O)NC3CCCC3)o2)c1	7%	12%	4%	1%	12%	-0.2	i	-2	10%
COc1ccccc1C(=O)COC(=O)CNS(=O)(=O)c1ccc(C)c(C)c1	-5%	9%	-9%	-3%	11%	0.0	-3%	4	-3%
CSCC[C@H](NC(=O)OC(C)(C)C)c1nnc(SCc2ccccc2)o1	14%	6%	7%	-8%	-2%	-3.7	-16%	-5	?
OC(c1ccccc1)(c1ccccc1)C1CCN(CCCOc2ccccc2)CC1	-12%	-8%	-3%	0%	16%	-0.8	i	-3	?
CN(C)/C=N/NC(=O)c1ccccc1	5%	-6%	4%	-8%	-5%	0.5	i	13	42%
O=C(c1ncn(Cc2ccccc2)c1C(=O)N1CCN(c2ccccc2)CC1)N1CCN(c2ccccc2)CC1	-5%	-6%	1%	-5%	-5%	0.0	-22%	4	2%
CCOc1cc(/C=C2/NC(=O)NC2=O)cc(Br)c1OCc1ccc(C(=O)O)cc1	-15%	?	11%	?	?	-0.6	i	?	13%
Cc1ccc(NC(=O)Cn2c(=O)n(Cc3ccc4c(c3)OCO4)c(=O)c3ccccc32)c(C)c1	1%	.	-1%	.	.	.	i	.	0%
CC(=O)Nc1ccc(NC(=S)NC(=O)/C=C/c2ccco2)cc1	?	4%	2%	?	?	3.1	i	-64*	7%
COc1ccc(-c2nc(C)c(CCNC(=O)c3cccc(C)c3)s2)cc1OC	-6%	.	?	.	.	.	i	.	30%[activator]
S=c1[nH]nc(CCc2nc3ccccc3[nH]2)n1-c1cccc(Cl)c1	-13%	-1%	1%	-14%	8%	1.8	i	?	30%
Cc1cc(C)cc(NC(=S)N2CCN(CCO)CC2)c1	21%	0%	-2%	-16%	-16%	-0.2	-37%	3	11%
C=CCC[C@@H](Cc1ccc(F)cc1)C(=O)OC[C@H](C)NC(=O)[C@H](CC=C)CC(=O)N(CCO)Cc1ccccc1	-12%	-25%	1%	0%	-23%	-0.4	-56%[inhibitor]	8	3%
N=c1c2cn[nH]c2nc(SCC(=O)c2ccc(Br)cc2)n1-c1ccc(Br)cc1	0%	10%	2%	-7%	?	2.6	-43%[inhibitor]	-13	-6%
SMILES	GLP1R cytotox	EPAC1 ag	GLP-1R agonist	PLK1 PBD inh	EPAC1 antagonist	IL2 activator	PTHR1 agonist	PI5P4K alpha inh	GLP1R inv ag
c1ccc(CCCCc2ccncc2)cc1	-18%	0%	14%	5%	3%	-0.8	0%	0	-18%
CC(=O)Nc1cccc(NC(=O)CSc2nc(=O)n(CCN3CCOCC3)c3c2CCCC3)c1	-14%	?	-6%	4%	-8%	1.3	i	-8	0%
CCN1C(=O)CS/C1=C(\C#N)S(=O)(=O)c1ccccc1	-4%	7%	-33%[inhibitor]	5%	-1%	3.6	i	-13	6%
Cc1cccc(C)c1NS(=O)(=O)c1ccc(F)cc1	-2%	-2%	2%	?	7%	-2.7	i	-2	?
COC(=O)c1sc(=S)sc1C(=O)OC	9%	1%	-1%	-22%	1%	-2.2	-28%[57.5 µM]	.	24%
O=C(CCCOc1ccc(Cl)cc1Cl)NCCCO	1%	3%	2%	2%	12%	-0.2	i	-5	1%
O=C(NC1CCCC1)C(c1ccncc1)N(C(=O)c1csnn1)c1ccc(F)cc1 (stereo not given)	11%	1%	6%	-8%	7%	2.2	-11%	10	-2%
Cn1c(SCC(=O)Nc2ccc(Br)cc2)nc(O)cc1=O	-3%	14%	4%	-18%	7%	-0.4	-9%	-15	-14%
O=C(NCc1ccncc1)C(=O)Nc1nc(C23CC4CC(CC(C4)C2)C3)cs1	-11%	5%	-1%	-2%	-1%	0.5	-95%[inhibitor]	5	?
CCn1cc(C(=O)NCCc2ccccc2)c(=O)c2cc(S(=O)(=O)N3CCc4ccccc4C3)ccc21	3%	.	0%	.	.	.	i	.	0%
COc1ccc(OC)c(/C=N\NC(=O)CSc2nnc(CCCc3ccc(OC)c(C)c3)o2)c1	-26%	7%	11%	-3%	-5%	-0.9	-23%[57.5 µM]	13	-48%
CC(C)(C)c1ccc(C(=O)NNC(=O)Cc2cccc3ccccc23)cc1	-3%	6%	-4%	-3%	7%	-1.6	-15%	.	0%
CC(=O)N1CCN(c2nnnn2-c2ccccc2)CC1	-15%	-2%	-9%	1%	21%	-0.4	i	-7	2%
CC1(C)Cc2cccc(OCC(=O)NCc3ccccc3F)c2O1	-11%	1%	28%	-10%	-15%	-0.8	-23%	-1	?
Cc1ccsc1/C=N/Nc1nc(Cl)c(Cl)cc1Cl	-6%	6%	-9%	-9%	8%	-1.1	-15%[57.5 µM]	.	-24%
CCc1ccccc1NC(=O)CC1Sc2ccc(C(F)(F)F)cc2NC1=O (stereo not given)	3%	.	-5%	.	.	.	-1%	.	9%
COc1cccc(CNC(=O)CN2C(=O)N(c3ccc(C)cc3C)S(=O)(=O)c3ccccc32)c1OC	-11%	.	-6%	.	.	.	-17%	.	-29%
CCOC(=O)C(CC(=O)O)NCc1ccco1 (stereo not given)	1%	-3%	-5%	-4%	12%	0.8	19%	5	5%
CCC(Sc1nc2ccccc2o1)C(=O)O (stereo not given)	-4%	-11%	0%	0%	12%	-0.8	i	0	11%
Cc1ccc(-n2ccc(=O)c(C(=O)O)n2)cc1	-8%	-16%	-16%	-10%	-3%	-1.1	7%[57.5 µM]	0	3%
CCn1cc(CNC(=O)c2ccc(Cl)c([N+](=O)[O-])c2)c(C)n1	-7%	-11%	-11%	-7%	-4%	-0.5	-14%	-3	1%
CCOc1ccc(S(=O)(=O)N2CCC(C(=O)N3CCOCC3)CC2)cc1Cl	-4%	-3%	15%	1%	-5%	-3.2	i	0	11%
Cc1coc(C)c1C(=O)CC1(O)C(=O)N(C)c2ccc(Cl)cc21 (stereo not given)	-15%	1%	6%	-14%	-2%	-0.6	i	-6	6%
O=C(Nc1ccc(F)cc1)C1CCCN(S(=O)(=O)c2ccc(-n3cnnn3)cc2)C1 (stereo not given)	10%	1%	8%	3%	-14%	-0.6	-10%	-7	2%
Cc1nn(CC(=O)Nc2ccc3c(c2)nc2n3CCOC2)c(=O)c2ccccc12	-11%	-2%	-8%	-5%	10%	-1.3	-14%[57.5 µM]	.	-10%
SMILES	GLP1R cytotox	EPAC1 ag	GLP-1R agonist	PLK1 PBD inh	EPAC1 antagonist	IL2 activator	PTHR1 agonist	PI5P4K alpha inh	GLP1R inv ag
Nc1nnnn1/N=C/c1ccccc1Cl	6%	9%	?	0%	-9%	-1.7	i	2	9%
CCCS(=O)(=O)NC(=O)C1(C)CCN(C(=O)c2cc(-c3cccs3)oc2C)C1 (stereo not given)	5%	14%	-2%	-10%	-8%	-0.7	i	-2	-16%
O=C(NCCN1CCOCC1)C(=O)NCC1OCCCN1S(=O)(=O)c1cc(F)ccc1F (stereo not given)	-1%	1%	3%	-2%	-3%	2.6	i	0	20%
COc1ccc(Cl)cc1NC(=O)CN(C)CC(=O)Nc1ccc(Br)cc1	-1%[7.66 µM]	6%	0%	4%	?	0.8	-56%[inhibitor]	25	?
CCSc1nnc(NC(=O)[C@@H](NC(=O)c2ccc(C(C)(C)C)cc2)C(C)C)s1	-18%	-8%	-1%	-9%	-11%	-1.1	i	13	?
Cc1ccccc1C(=O)N1CCN(c2nc(N3CCOCC3)nc(N3CCOCC3)n2)CC1	-10%	-1%	-15%	-5%	10%	1.0	10%[57.5 µM]	-3	-3%
CCOC(=O)C1CCCN(C(=O)c2ccc3nc(-c4cccc(OC)c4)oc3c2)C1 (stereo not given)	-29%	2%	19%	-10%	?	-2.3	-21%	3	?
CC(C)CNC(=O)C(=O)NCCC1CCCCN1S(=O)(=O)c1cccs1 (stereo not given)	-2%	2%	8%	-9%	-7%	-3.8	-2%	7	-11%
O=C(C[C@@H]1C/C=C/CC[C@H](Cc2ccc(F)cc2)C(=O)OC[C@@H](Cc2ccccc2)NC1=O)N[C@H](CO)Cc1ccccc1	?	-29%	0%	-2%	-22%	-0.8	-26%	17	?
Cc1nnc(SCC(=O)N/N=C/c2cn(-c3ccccc3)nc2-c2ccccc2)n1-c1ccccc1	?	0%	3%	-27%	-9%	-1.3	-27%	7	?
